PTAP TSG101 blk: blocks PTAP/TSG101 interaction to inhibit HIV-1 budding; Fluorescence polarization, FITC-PTAP peptide / Tsg101 binding; Potency, µM (series often up to 115 µM), without a hit: at the highest dose activity change, negative = inhibition, hits mostly inhibitors; 340,000 tested, under 10 active; active means well fitted inhibition curve with a large enough effect in the main read-out, with a control signal flat, not every such curve was filed as active; inconclusive means small, poorly fitted or top-dose-only effect, or effect the other way, or a change in a side signal; inactive means no such curve, though single readings can be large or run the other way; further: potency means the concentration at half of the fitted maximal effect; % of control where 0% means no effect
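Compounds were pin-transferred onto Tsg101 binding domain (10 uM final) in HEPES pH 7.5 buffer, then FITC-PTAP peptide was added at 50 nM final. After 20 min at RT, polarization reported peptide displacement across a qHTS concentration series.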
B2AR arrestin: agonists driving beta-arrestin recruitment to human beta2-adrenergic receptor; beta-arrestin recruitment to beta2AR, cell-based reporter; Potency, µM (titrated, usually from 46.1 µM), for inactives: at the top dose activation, usual class: activators; AID 492947; actives 0.02% (n = 330,000); P07550;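 further: potency means the concentration at half of the fitted maximal effect; 0% = DMSO controls and full agonism = EC100 isoproterenol or metaproterenol; nearly all actives have a fitted effect of over 65% in size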
Target sequence (P07550 whole entry, looked up): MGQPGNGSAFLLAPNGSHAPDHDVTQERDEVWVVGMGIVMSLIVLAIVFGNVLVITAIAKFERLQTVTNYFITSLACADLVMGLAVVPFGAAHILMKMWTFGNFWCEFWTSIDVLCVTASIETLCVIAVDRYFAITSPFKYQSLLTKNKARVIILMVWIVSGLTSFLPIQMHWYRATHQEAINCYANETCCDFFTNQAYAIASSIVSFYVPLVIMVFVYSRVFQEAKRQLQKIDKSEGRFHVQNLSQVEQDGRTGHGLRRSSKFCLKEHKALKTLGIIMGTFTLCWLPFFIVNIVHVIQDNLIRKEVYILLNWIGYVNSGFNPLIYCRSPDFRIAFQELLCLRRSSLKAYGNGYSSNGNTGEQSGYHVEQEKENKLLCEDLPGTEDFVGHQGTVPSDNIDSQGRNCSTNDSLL
ASM inhibitor: inhibitors of human secretory acid sphingomyelinase. P17405. placental ASM, HMU-PC fluorogenic substrate, 60 min. Potency, µM (titrated, usually from 57.5 µM), inactives show top-dose activity change, negative = inhibition, usual class: inhibitors. actives 0.006% (n = 340,000). AID 504937; further: potency means the concentration at half of the fitted maximal effect
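Human placenta-derived ASM preincubated with compound 10 min at room temperature, then reacted with 9 uM (final) fluorogenic HMU-PC substrate for 60 min at 37 C. Stop solution raises pH to 10; fluorescence read at Ex 386/Em 447 nm.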
Menin MLL FP TR: displaces Texas Red mutant MLL peptide from human menin | actives 0.23% (n = 270,000) | Potency, µM (titrated, usually from 61.6 µM), for inactives: top-dose FP activity change, negative = inhibition, usual class: inhibitors | O00255 | Menin + Texas Red MLL mutant peptide, fluorescence polarization; active means well fitted inhibition curve with a large enough effect in the polarisation, with a control signal flat, not every such curve was filed as active; inconclusive means small, poorly fitted or top-dose-only effect, or effect the other way, or a change in a side signal; inactive means no such curve, though single readings can be large or run the other way; the % refers to the polarisation; further: potency means the concentration at half of the fitted maximal effect; % of control where 0% means no effect; many of its hits are not listed in these tables
FBPA coupling cs: coupling enzyme interference in Giardia aldolase counter-screen. activity change, negative = inhibition, % at 58.2 µM, hits read low. coupling enzyme system counterscreen, AmpLite Red fluorescence. AID 2472. actives 0.67% (n = 290,000); in the data active means activity change below about -30%; further: on the % scale 0 is the no-effect control and ±100 the full control effect
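Compounds tested against the coupling enzymes alone at 57.5 uM final; readout was AmpLite Red fluorescence (525/598 nm) after 20 min at RT.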
PKM2 act: increases activity of human pyruvate kinase M2; purified PKM2, Kinase-Glo ATP luminescence, activation; response scale: 0% is enzyme alone, no compound; Potency, µM (top dose mostly 57.5 µM), without a hit: top-dose activation, most hits filed as activators; actives 0.34% (n = 260,000); AID 1631; further: potency means the concentration at half of the fitted maximal effect; on the % scale 0 is the no-effect control and ±100 the full control effect; nearly all actives have a fitted effect of over 55% in size
Target sequence (P14618 whole entry, looked up): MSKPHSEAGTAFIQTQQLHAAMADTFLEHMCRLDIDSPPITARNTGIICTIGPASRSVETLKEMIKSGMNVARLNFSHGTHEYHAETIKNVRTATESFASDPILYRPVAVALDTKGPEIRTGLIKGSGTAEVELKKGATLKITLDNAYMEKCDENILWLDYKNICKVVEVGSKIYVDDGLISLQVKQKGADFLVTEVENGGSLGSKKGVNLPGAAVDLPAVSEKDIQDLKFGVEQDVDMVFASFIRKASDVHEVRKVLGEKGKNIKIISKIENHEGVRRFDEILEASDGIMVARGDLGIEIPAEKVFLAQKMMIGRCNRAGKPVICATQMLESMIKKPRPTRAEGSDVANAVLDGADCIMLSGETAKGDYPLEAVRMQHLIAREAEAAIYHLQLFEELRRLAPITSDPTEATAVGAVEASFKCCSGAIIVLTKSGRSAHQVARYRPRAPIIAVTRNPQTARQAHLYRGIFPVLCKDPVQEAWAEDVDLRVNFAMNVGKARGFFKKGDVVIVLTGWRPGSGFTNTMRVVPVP
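ATP formation by purified human PK-M2, quantified via coupled luciferase luminescence after 1 h at room temperature with 0.1 mM ADP and 0.5 mM PEP final.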
GALK inh: blocks human galactokinase activity | P51570 | Purified GALK, Kinase-Glo residual ATP luminescence | Potency, µM (titrated, usually from 57.5 µM), for inactives: top-dose activity change, negative = inhibition, actives largely listed as inhibitors | actives 0.007% (n = 270,000) | AID 1868; further: potency means the concentration at half of the fitted maximal effect; on the % scale 0 is the no-effect control and ±100 the full control effect
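GALK at 5 nM final was combined with compound, 35 uM ATP and 100 uM galactose in HEPES pH8.0 with MgCl2 and DTT. The reaction ran one hour at room temperature before luminescent ATP detection.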
BCR signal inh: inhibitors of chronic active B-cell receptor signaling; AID 493014; ABC-DLBCL IkBa-CBG/CBR reporter, luminescence ratio, 4 h; Potency, µM (highest dose often 46.1 µM), for the others: top-dose ratio change, negative = lower green/red ratio, actives largely listed as inhibitors; actives 0.05% (n = 340,000); active means well fitted inhibition curve with a large enough effect in the signal ratio, with a control signal flat, not every such curve was filed as active; inconclusive means small, poorly fitted or top-dose-only effect, or effect the other way, or a change in a side signal; the % refers to the signal ratio;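 further: potency means the concentration at half of the fitted maximal effect; plate controls were basal doxycycline-induced cells for no effect and cells given 10 µM MG132 for full effect; MG132 reads +100%, hits lower the ratio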
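Concentration-response series (up to 46 uM) were applied to TMD8 dual-reporter cells for 4 h at 37C with doxycycline. Green/red ratio, after filter-overlap correction, defined %Activity; red signal alone was normalised to basal cells and zero luminescence.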
Integrin act MD: activators of alpha7 integrin expression for muscular dystrophy; alpha7betagal myoblasts, beta-gal FDG fluorescence, 48 h; Potency, µM (doses to about 38.3 µM), without a hit: at the top dose activation, usual class: activators; actives 0.064% (n = 350,000); AID 624291;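 further: potency means the concentration at half of the fitted maximal effect; 100% = response of the positive control SU9516; nearly all actives have a fitted effect of over 60% in size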
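Alpha7betagal+/- myoblasts (passage 13) were plated 16-24 hr, then exposed to compounds (1:260 dilution of DMSO stock) for 48 hours at 37C. After MPER lysis, β-galactosidase reporter activity was read as FDG fluorescence (ex 480/em 540) after 30 minutes.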
Tb PFK block: blocks T. brucei phosphofructokinase; O15648; T. brucei PFK, ADP-Glo luminescence; Potency, µM (highest dose often 57.5 µM), for the others: top-dose activity, negative = inhibition, usual class: inhibitors; actives 0.17% (n = 330,000); AID 485367;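 further: potency means the concentration at half of the fitted maximal effect; 0% = uninhibited 1x PFK enzyme wells and -100% = no-enzyme wells; nearly all actives have a fitted effect of over 60% in size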
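Compounds were pin-transferred as a titration series up to 57 uM into substrate buffer (0.5 mM F6P, 0.1 mM ATP, pH 8.0), then 1.25 nM PFK was added and reactions ran 45 min before ADP-Glo detection.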
Giardia kill: kills Giardia lamblia | Giardia lamblia trophozoite viability | activity change, % at 7.66 µM, hits read low | actives 0.15% (n = 340,000) | AID 540267; in the data active means activity change below about -80%; inconclusive means between about -30% and that limit;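 further: parasites exposed to compound for two days anaerobically before the ATP read; on the % scale 0 is the no-effect control and ±100 the full control effect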
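Anaerobic 48 hrs incubation at 37 deg C of 100 trophozoites/well with test compounds; ATPLite 1-Step luminescence, 15-30 min RT, reports cellular ATP as viability.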
* marks the source's active call; other numbers are inactive results; ? = inconclusive; . = not tested or not shown; [ ] = dose if it differs, or a comment. Unless noted, the call rests on the fitted dose curve; in most records, active means well fitted curve in the direction sought with a large enough effect; inconclusive means small, poorly fitted or top-dose-only effect, or another doubt; inactive means no such curve, though single readings can be large; an effect the other way counts as inactive or inconclusive. Some of the compounds tested; the hit share may differ from the screen's.

nr	Structure	ASM inhibitor	PTAP TSG101 blk	GALK inh	FBPA coupling cs	B2AR arrestin	Giardia kill	Integrin act MD	Tb PFK block	PKM2 act	BCR signal inh	Menin MLL FP TR
1	CCCn1c(=O)[nH]c(=O)c2c1nc(-c1ccc(OC(F)F)cc1)n2CCN1CCOCC1	-1.6%	-0.5%	1.7%	-2.0	-0.5%	-5.8	-33.9%	6.8%	2.2%	?	-14.7%
2	CCOC(=O)C1(Cc2cccc(Cl)c2)CCCN(C(=O)CCNC(C)=O)C1 (stereo not drawn)	2.2%	-1.1%	-2.9%	-0.1	-0.2%	0.7	?	1.9%	1.4%	-0.4%	-7.1%
3	CN(C)C(=O)c1cc(C(=O)c2ccccc2Br)c[nH]1	-7.1%	-8.1%	-3.2%	-0.1	-0.9%	-24.2	-32.4%	2.7%	.	0.5%	18.8%
4	CCCSc1nnc(NC(=O)CCc2ccccc2)s1	-1.2%	-10.0%	-2.2%	-2.5	-0.7%	-11.3	2.0%	11.7%	0.3%	11.9%	24.3%
5	COC(=O)Oc1ccc(/C=N/NS(=O)(=O)c2ccccc2)cc1OC	-2.6%	-3.9%	1.5%	-3.4	-0.6%	-2.2	0.0%	1.3%	-0.7%	-0.6%	14.7%
6	CN(C)S(=O)(=O)c1cccc(C(=O)NCCNC(=O)c2cccc(S(=O)(=O)N(C)C)c2)c1	2.2%	-2.4%	-2.7%	5.6	-0.4%	?	0.0%	12.6%	.	2.8%	?
7	O=C(CNC(=O)c1ccc(F)cc1)N/N=C/c1cc(Br)ccc1OCc1ccccc1	-8.0%	-1.1%	-0.4%	-5.0	3.2%	?	-7.4%	-0.4%	0.4%	?	-4.1%
8	CCCCC(=O)N/N=C/c1ccc(-c2ccc([N+](=O)[O-])cc2)o1	22.1%	1.0%	0.0%	0.7	-0.8%	-1.7	?	0.6%	-3.4%	?	?
9	N#Cc1sc2nc(-c3ccccc3)cc(-c3ccco3)c2c1N	4.1%	-1.2%	-4.5%	-20.8	0.0%	-13.9	27.9%	-14.3%	1.3%	-10.8%	?
10	CC1=C(C(=O)NC2CCCc3c2cnn3-c2ccc(F)cc2F)OCCO1 (stereo not drawn)	2.1%	-6.9%	5.2%	.	0.5%	-2.6	17.0%	-2.4%	.	1.4%	.
11	COc1cc(OC)c(S(=O)(=O)Nc2ccccc2NC(=O)CN2CCOCC2)cc1NC(C)=O	8.0%	-3.9%	3.3%	-2.9	-0.9%	-11.8	10.6%	-1.8%	-3.7%	-10.8%	-1.9%
12	Fc1ccc(-c2ccc(NCCN3CCOCC3)nn2)cc1	-0.1%	-5.3%	-3.7%	0.2	-0.2%	-16.4	18.7%	1.9%	2.2%	0.8%	-19.2%
13	COc1ccc(C(=O)Nc2ccc(-n3nncc3C(C)(C)C)cc2)cc1	-0.6%	-1.4%	2.9%	-0.4	-0.2%	-0.9	5.1%	11.0%	-2.7%	?	-7.3%
14	O=C(NC1CC2CCCC(C1)N2C(=O)Nc1ccccc1F)C1CC1 (stereo not drawn)	6.4%	-3.7%	0.3%	-0.6	-0.4%	5.6	21.9%	1.4%	-4.1%	-1.3%	-1.4%
15	Cc1cccc(OCC(O)CN2CCN(S(=O)(=O)c3ccc(C)cc3C)CC2)c1 (stereo not drawn)	-1.5%	-0.3%	4.6%	1.1	-0.1%	8.5	-38.3%	-11.7%	.	-5.7%	-22.7%
16	COc1ccc(-c2nn(-c3ccccc3)cc2/C=C/C(=O)N2CCN(c3ccccn3)CC2)cc1	-3.1%	-2.3%	-2.8%	-3.3	-0.1%	20.1	0.0%	0.7%	-2.5%	0.6%	11.2%
17	CCC1C(C#N)=C(SCC(N)=O)NC2=C1C(=O)CC(C)(C)C2 (stereo not drawn)	160.6%[activator]	-0.6%	-0.7%	4.0	0.0%	-4.2	1.2%	-0.7%	0.1%	5.8%	.
18	Cc1ccc2c(c1)N(CC(=O)OC(CC(C)C)C(=O)NC1CCCC1)C(=O)CO2 (stereo not drawn)	-2.2%	.	-1.3%	-0.1	-0.1%	9.4	-5.1%	4.6%	-20.9%	?	-0.9%
19	CN=C1c2cc3c(Br)c(OC)ccc3n2CCN1C	3.2%	-5.9%	-0.1%	1.2	0.4%	-3.3	-30.7%	-6.1%	-5.4%	?	-12.5%
20	O=C(O)c1cccc(NC(=O)C2CCCO2)c1 (stereo not drawn)	-2.2%	2.0%	-0.4%	5.3	-0.1%	30.7[activator]	29.3%	-0.5%	-2.1%	?	7.8%
21	CCCCC(=O)OCC(=O)Nc1cccc(S(=O)(=O)NC2=NCCCCC2)c1	2.0%	-3.1%	9.0%	4.5	0.2%	17.8	?	-1.4%	-0.9%	?	4.6%
22	CCOC(=O)c1c(C)[nH]c(C(=O)/C(C#N)=C/c2ccc(OCC)cc2)c1C	-23.0%	-3.5%	-5.0%	0.9	0.6%	-20.7	9.4%	-5.0%	-3.9%	-4.4%	4.8%
23	CCC(C)(C)NC(=O)C(c1ccccc1Cl)N(C(=O)CCC(=O)Nc1cc(C)on1)C(C)(C)C (stereo not drawn)	-2.0%	-6.1%	-0.1%	0.8	-0.1%	-10.1	0.0%	-10.9%	5.6%	4.4%	-4.6%
24	O=C(CCCl)N(Cc1nc2ccccc2c(=O)[nH]1)Cc1cccs1	0.3%	0.0%	1.7%	2.2	0.1%	16.3	0.0%	1.8%	?	2.5%	8.5%
25	Cn1c(=O)oc2cc(C(=O)c3ccccc3)ccc21	2.0%	-3.1%	-5.1%	0.8	-0.5%	-16.5	?	-14.2%	-2.5%	6.3%	7.4%
26	Cc1onc(-c2ccccc2)c1C(=O)N/N=C/c1ccc(Br)cc1	-10.3%	-1.6%	7.0%	.	-1.5%	31.2[activator]	2.0%	-2.3%	-2.8%	0.0%	.
27	O=C1CC(=C(c2ccccc2)c2ccccc2)C(=O)N1CCN1CCN(c2cccc(Cl)c2)CC1	-6.2%	-3.8%	-0.3%	-3.6	-0.3%	-11.4	18.2%	1.0%	-0.2%	?	1.8%
28	Cc1onc(-c2c(F)cccc2Cl)c1C(=O)N1CCN(c2ncccn2)CC1	1.8%	-1.5%	11.2%	0.6	-0.7%	33.0[activator]	10.1%	-1.9%	0.2%	11.0%	5.5%
29	O=c1c2c(n3nnnc3n1-c1ccccc1)-c1ccccc1CC21CCCC1	-1.2%	0.5%	-0.3%	5.8	-0.1%	-13.8	21.3%	0.6%	1.1%	-0.1%	?
30	CC(Oc1ccc(Cl)cc1Cl)C(=O)NCCCCc1ccccc1 (stereo not drawn)	-1.9%	0.4%	1.2%	-0.4	14.3%	-0.6	17.2%	1.7%	5.5%	-1.2%	?
31	CCOc1ccc(-n2cnnn2)cc1S(=O)(=O)Nc1c(C)cccc1C	-1.9%	-1.9%	-4.6%	0.5	-0.1%	4.5	-13.9%	-8.5%	-1.3%	-1.9%	-5.8%
32	COC(=O)CSc1nnc(NC(=O)CCc2ccccc2)s1	-5.8%	-1.5%	-1.9%	1.1	-0.3%	-28.2	9.0%	-2.4%	.	?	-7.9%

From PubChem
